# H9c2 TAG inh: inhibitors of triacylglycerol accumulation; AID 651582; inhibition, % at 12.5 µM; H9c2 cells, Nile Red lipid (TAG) fluorescence; cells loaded with 200 µM oleic acid; hit rate 0.66% among 230,000;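 active = pattern-corrected inhibition of lipid staining of at least 50% with the nuclear-stain viability signal not falling by more than 50%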;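 also: 0% = DMSO wells and 100% = triacsin C control wells; some results filed as inactive read as strong as hits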
# H9c2 TAG inh DAPI viability: recorded beside H9c2 TAG inh, whose call it bears; DAPI nuclei signal change (viability), lower = more cytotoxic, %;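 whole-well DAPI fluorescence read on a plate reader as a viability signal; minus 50 percent equals half of cells still viable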
# * hit, by the source's call. Not all compounds are listed; count on the stated rates, not on these rows.
SMILES,H9c2 TAG inh,H9c2 TAG inh DAPI viability
O=C(CCNS(=O)(=O)c1ccccc1)N1CCCCCCC1,-2.4,1.8
Cc1ccccc1OCCN(C#N)c1nc(N(C)C)nc(N(C)C)n1,-13.5,-3.9
Cc1ccc(OCc2ccoc2C(=O)O)cc1C,6.5,-15.2
CN1CCN(C2=C(Cl)C(=O)c3ccccc3C2=O)CC1,58.5*,-12.2*
CCc1nnnn1-c1ccc([N+](=O)[O-])cc1C,-10.2,-4.5
CCOC(=O)C1CCN(C(=O)c2ccc(OCC(=O)Nc3ccc(OCC)cc3)c(OC)c2)CC1,-23.7,1.1
CCOc1ccc(C(=O)NCC(=O)NCC(c2ccc(OC)cc2)N2CCCC2)cc1 (configuration not stated),5.8,6.9
O=C(NCc1cccs1)c1ccc(S(=O)(=O)N2CCOCC2)cc1,-0.6,0.3
CCc1nnc(NC(=O)CCCSc2nc3ccccc3[nH]2)s1,16.9,-18.9
Cc1ccc(CCNC(=O)c2nnc(CS(=O)(=O)c3ccccc3)o2)cc1,-0.7,-8.1
Cc1nn(C)c(Oc2ccccc2)c1CCNC(=O)CCl,-1.6,-3.0
Cc1cc2c(cc(C(=O)OC(C)C(=O)NCc3ccccc3)n2C)o1 (configuration not stated),0.5,7.1
CCc1ccc(C(=O)O)cc1,1.6,4.2
CCN(c1ccccc1)S(=O)(=O)c1cccc(C(=O)N(C)CCOc2ccccc2)c1,4.6,-3.3
COc1ccc(CNC(=O)c2nnn(-c3cccc(C(F)(F)F)c3)c2N)cc1,-7.6,-2.5
CC1(C)CC2CN(C(=O)Cc3ccccc3)C(C)(C2)C1 (configuration not stated),-3.2,-3.4
Cc1ccc(S(=O)(=O)N/N=C/c2ccc(O)cc2O)cc1[N+](=O)[O-],0.0,-1.7
CC(=O)c1cc2c(cc1NC(=O)c1cc3nc(C(C)C)cc(C(F)(F)F)n3n1)OCO2,17.8,9.5
COc1cccc(-c2c(-c3cc(OC)cc(OC)c3)n(C)c3ccc(-c4ccc(OC)nc4)cc23)c1,3.0,11.4
CCN1C(=O)[C@@H]2[C@@H](c3ccc(-c4ccc(C(C)=O)cc4)cc3)N3CCCC[C@@]3(C(=O)OC)[C@@H]2C1=O,-5.4,14.9
CN(CCC#N)Cc1cc(=O)oc2ccc3ccccc3c12,-4.1,-0.6
CCCCCN(CCCCC)C(=O)C(CCC(=O)O)NC(=O)c1ccc(Cl)c(Cl)c1 (configuration not stated),1.0,-6.2
O=C(/C=C/c1ccc(OC2CSC2)cc1)c1ccccc1,-6.2,1.7
O=S(=O)(Cc1ccc(Cl)cc1)N1CCCCCC1,4.2,2.8
Cc1oc(C(C)(C)C)cc1C(=O)N1CCN(C(c2ccccc2)c2ccccc2)CC1,-9.9,-1.6
O=C(O)CCCC(=O)N1CCN(c2cccc(Cl)c2)CC1,20.1,-7.2
COC(=O)c1sccc1NC(=O)CSCCc1ccccn1,3.7,-1.4
CC1CCCCN1C(=O)COC(=O)c1ccc2c(c1)C(=O)N(Cc1ccco1)C2=O (configuration not stated),5.5,-2.6
Cc1ccnc(SCc2cn3c(C)cccc3n2)n1,6.4,-16.2
CCN(CC)CCNC1=NCCn2c1cc1cc(OC)ccc12,15.7,36.7
N/C(COc1ccc(Cl)cc1)=N\NS(=O)(=O)c1ccccc1,-9.2,13.5
S=c1[nH]c2ccccc2n1CCc1ccncc1,-4.2,-1.5
Cc1ccc(C(CNS(=O)(=O)c2ccccc2)N2CCN(C)CC2)cc1 (configuration not stated),5.2,-7.2
CCCn1c(SCC(=O)N2CCCC2=O)nc2ccccc2c1=O,11.4,0.9
Cc1ccc(-c2ccc(/C=N/N3C(=O)C4C5C=CC(C6CC56)C4C3=O)o2)c([N+](=O)[O-])c1 (configuration not stated),11.5,-8.2
CCCNC(=O)c1cc(C2CCCCN2C(=O)c2ccc(OC)cc2)on1 (configuration not stated),-2.3,-1.5
CC(=O)Nc1ccc(NC(=O)Nc2ccc(C)cc2C)cc1,-1.8,4.0
CCOC(=O)Cn1c2ccc(OC)cc2c2nc3ccccc3nc21,16.0,-6.0
COCCSc1ccccc1C(=O)Nc1ccc([N+](=O)[O-])cc1OC,-17.7,-5.7
COc1cccc(OC)c1C(=O)OCC(=O)N1CC(C)CC(C)C1 (configuration not stated),-5.9,-2.4
COc1ccc(NC(=O)CSc2nccn2Cc2ccccc2)cc1,-12.1,4.0
COCCn1c(C)cc(C(=O)COC(=O)c2ccc(S(=O)(=O)N(C)C)cc2)c1C,-3.4,-0.2
CCCn1nc(-c2nnc(-c3ccc(C)c(C)c3)o2)c2ccccc2c1=O,7.5,-3.0
CCCCc1nc2sc3c(SCCN(C)C)ncnc3c2c2c1CCC2,22.6,-2.3
CCC(=O)Nc1cccc(NC(=S)NC(=O)c2ccc(Cl)cc2Cl)c1,-1.7,5.8

# Reprinted from above, five compounds:
SMILES,H9c2 TAG inh,H9c2 TAG inh DAPI viability
COc1ccc(NC(=O)CSc2nccn2Cc2ccccc2)cc1,-12.1,4.0
COCCn1c(C)cc(C(=O)COC(=O)c2ccc(S(=O)(=O)N(C)C)cc2)c1C,-3.4,-0.2
CCCn1nc(-c2nnc(-c3ccc(C)c(C)c3)o2)c2ccccc2c1=O,7.5,-3.0
CCCCc1nc2sc3c(SCCN(C)C)ncnc3c2c2c1CCC2,22.6,-2.3
CCC(=O)Nc1cccc(NC(=S)NC(=O)c2ccc(Cl)cc2Cl)c1,-1.7,5.8

# Continued.
SMILES,H9c2 TAG inh,H9c2 TAG inh DAPI viability
COC(=O)CCCCC(=O)C1C(=O)CC(C)(C)C(C(=O)OC)C1=O (configuration not stated),7.2,-3.4
CCc1cc2c(=O)oc(-c3ccccc3F)nc2s1,6.7,-9.6
COc1ccc(-n2c(SCC(=O)Nc3ccc(C)cc3)nc(O)c(Cc3ccccc3)c2=O)cc1,9.7,-9.6
Cc1ccc(S(=O)(=O)N2CCN(C(=O)COC(=O)c3ccccc3OC(F)F)CC2)c(C)c1,-28.6,15.5
O=C(Nc1ccc(N2CCOCC2)cc1)c1cccc(S(=O)(=O)N2CCCCC2)c1,16.3,0.2
c1ccc(-c2ncc(CN3CCN(c4ccccn4)CC3)[nH]2)cc1,1.3,-3.1
CCCCN(C(=O)c1ccc2c(c1)OCO2)C1CCS(=O)(=O)C1 (configuration not stated),10.6,2.9
CNC(=O)c1ccc(-n2nc(C)cc2-c2ccccc2)cc1,4.6,3.8
CCOc1cccc(CNCCSc2nnnn2C)c1,-1.8,-2.6
O=C(Nc1c[nH]c(=O)[nH]c1=O)c1ccccc1Cl,-12.5,2.0
C[C@@H]1CN([C@H](C)CO)C(=O)CCCn2nncc2CO[C@@H]1CN(C)C(=O)c1ccccc1,-9.6,-1.5
Cc1ccc([N+](=O)[O-])cc1S(=O)(=O)N1CCN(C)CC1,0.5,-5.2
COc1ccc(Nc2n[nH]c(C)c2[N+](=O)[O-])cc1,-16.5,8.5
COc1ccc(C(=O)O)cc1S(=O)(=O)N1CCSCC1,-1.8,3.1
Cc1cc(=O)[nH]c(-n2[nH]c3c(c2=O)CCCC3)n1,11.3,-7.4
CCOC(=O)N1C(=O)NC(=O)C1c1ccccc1 (configuration not stated),-9.9,2.1
Cc1cc(N2CCN(c3ccccc3)CC2)n2cc(-c3ccccc3)nc2n1,35.6,3.2
O=C1CCc2cc(S(=O)(=O)NC(Cc3ccccc3)C(=O)NCCC3=CCCCC3)ccc2N1 (configuration not stated),7.8,-4.1
CC1CCCC(NC(=O)C2CCCN2S(=O)(=O)c2cccc3nsnc23)C1C (configuration not stated),-15.2,-1.8
O=c1[nH]c2ccc(Cl)cc2[nH]1,-6.4,7.9
O=C(NCCCn1ccnc1)c1cccc(S(=O)(=O)N2CCCCCC2)c1,-10.0,-6.3
OC[C@H]1O[C@@H](c2nc3ccc(-c4nc(-c5cccs5)no4)cc3[nH]2)C[C@@H]1O,22.3,-3.9
Cc1ccc(NC(=O)C(=O)NCCN2CCN(S(=O)(=O)c3ccccc3)CC2)cc1C,-3.9,6.7
Cc1ccc(N(Cc2ccc(C(=O)NN=C3CCN(C)CC3)cc2)S(C)(=O)=O)cc1C,-1.1,11.7
N#Cc1ccc2[nH]cc(CCO)c2c1,-4.3,10.5
COc1ccc(S(=O)(=O)NNC(=O)c2cc3c4ccccc4n(C)c3s2)cc1,13.9,8.7
CN(C)CCCNC(=O)c1cc(S(=O)(=O)N2CCOCC2)ccc1F,7.5,-13.7
Cc1ccc(C(CC(=O)O)Nc2nc(N3CCOCC3)nc(N3CCOCC3)n2)cc1 (configuration not stated),1.7,8.5
CC(=O)NC(c1cccc(F)c1)c1nc(-c2cccc(C(=O)O)c2)cs1 (configuration not stated),0.8,-4.4
COc1cc(NC(C)C(=O)N2CC(C)OC(C)C2)cc(OC)c1 (configuration not stated),-9.5,-2.6
CCOC(=O)CC(=O)CSc1nccc(-c2cccnc2)n1,4.3,0.9
Cc1cccc(C)c1NC(=O)CNC(=O)CCC(=O)c1cccs1,-6.2,12.8
COC(=O)c1cc(C(=O)NCc2ccccc2)c(=O)[nH]c1C,6.2,-0.2
Clc1cccc(N/N=C/c2ccc(N3CCOCC3)s2)c1,12.7,35.0
CCN(CC(=O)Nc1ccc(NC(C)=O)cc1)C(=O)CC1OC(=O)c2ccccc21 (configuration not stated),8.3,3.7
O=C(O)c1c[nH]ccc1=O,5.6,-5.8
COc1ccccc1C(=O)NC(C)c1ccccc1 (configuration not stated),-27.0,1.6
O=C(Nc1ccc(F)c([N+](=O)[O-])c1)C1CCCO1 (configuration not stated),10.0,-6.4
O=C(Oc1ccc(F)c(F)c1)c1ccc2c(=O)n3c(nc2c1)CCC3,1.3,-5.0
Cc1cc(OC(=O)c2cccs2)ccc1C(C)C,2.9,2.9
COc1ccccc1N1CCN(C(=O)c2cc3c(s2)-c2ccccc2OC3)CC1,4.9,-4.3
Cc1nc(N2CCN(C(=O)COc3ccccc3)CC2)c2c(C)c(C)sc2n1,-3.0,-4.2
CCOC(=O)CSc1nc2c(sc3ccccc32)c(=O)n1CCCN1CCOCC1,-19.8,-2.1
CC(=O)c1cccc(NC(=O)c2csc3c2CCCCC3)c1,-2.6,-6.7
COc1ccccc1NS(=O)(=O)c1cc(NC(=O)COc2ccccc2F)ccc1N1CCOCC1,-10.3,5.3
O=C(Nc1nc(-c2ccc(Cl)cc2)cs1)NC1CCCCC1,14.6,-3.0
Cc1cc(C(=O)CSc2nn3c(=O)c(C(C)(C)C)nnc3s2)c(C)n1C1CC1,-7.2,-1.4
O=C1C2C(C(=O)N1CC1CCCO1)C1C=CC2C12CC2 (configuration not stated),3.0,-0.9
O=C(NNC(=O)C1CCN(S(=O)(=O)c2c(Cl)cccc2Cl)CC1)c1ccccc1O,-10.7,-10.9
O=C(CSc1nnc(-c2ccc(C(F)(F)F)cn2)o1)Nc1ccccc1Cl,8.4,-7.4
Cc1ccc(S(=O)(=O)N2CCN3CCCC3C2)cc1 (configuration not stated),-7.6,2.0
CCOC(=O)Cc1c(C)nc2c(-c3ccccc3)c(C)nn2c1C,-0.4,-8.1
COc1ccc(S(=O)(=O)NCCS(=O)(=O)N2CCN(c3ccccc3)CC2)cc1,-6.3,-4.5
Cc1nc2c(c(=O)c3ccccc3n2C)c(=O)n1-c1ccc(F)cc1,-2.2,-4.2
CSc1c(-c2ccccc2)nc2ccccc2c1C(=O)O,23.2,-8.3
Cc1ccc(NC2=NCC(=O)N2Cc2cccs2)cc1C,-11.3,-3.0
CCN1C/C(=C/c2cccs2)c2nc3ccccc3c(C(=O)O)c2C1,-8.6,14.5
CNc1cncc(-c2cccc(OC)c2F)n1,3.5,17.7
COc1ccccc1NC(=O)c1oc2ccc(C)cc2c1C,0.1,9.9
CC1(C)Cc2nc3sc4c(=O)[nH]cnc4c3cc2CS1,11.5,-6.3

# Going on with the list.
SMILES,H9c2 TAG inh,H9c2 TAG inh DAPI viability
CN=c1scc(-c2ccco2)n1/N=C/c1ccc(O)c(O)c1,13.2,-25.1
CC(=O)Nc1ccc(S(=O)(=O)Nc2nc(C)nc3sc4c(c23)CCC4)cc1,2.7,-1.1
Cc1ccc(C)c(NC(=S)N2CCC(C(=O)c3ccc(F)cc3)CC2)c1,-3.9,1.0
COc1ccc(N(CC(=O)N2CCCC(C)C2)S(=O)(=O)c2c(C)nn(C)c2C)cc1 (configuration not stated),1.7,-3.7
CCOc1ccccc1NCN1C(=O)c2ccccc2C1=O,-1.5,-5.2
Cc1ccc(S(=O)(=O)NNC(=O)CCC(=O)Nc2ccccc2Cl)cc1,22.6,-7.5
O=C(CSc1ccc2nnc(-c3ccncc3)n2n1)Nc1ccc2c(c1)OCCO2,5.0,3.6
O=C(CCN1CCCO1)N1CCCC(N2CCN(c3cccc(C(F)(F)F)c3)CC2)C1 (configuration not stated),-4.7,6.4
COc1ccccc1N1CCN(CCCOc2ccc(F)cc2)CC1,-0.3,7.0
S=C(NCC1CC1)N/N=C/c1ccccc1Cl,-4.6,3.2
CC1(c2ccccc2)NC(=O)N(CC(=O)N2CCN(S(=O)(=O)c3ccccc3[N+](=O)[O-])CC2)C1=O (configuration not stated),17.0,0.4
O=C(CNC(=O)C12CC3CC(CC(C3)C1)C2)NCc1ccccc1,-16.1,7.0

# Seven entries picked at random from the list so far:
SMILES,H9c2 TAG inh,H9c2 TAG inh DAPI viability
O=C(NCCCn1ccnc1)c1cccc(S(=O)(=O)N2CCCCCC2)c1,-10.0,-6.3
O=c1[nH]c2ccc(Cl)cc2[nH]1,-6.4,7.9
Cc1cc(OC(=O)c2cccs2)ccc1C(C)C,2.9,2.9
Cc1oc(C(C)(C)C)cc1C(=O)N1CCN(C(c2ccccc2)c2ccccc2)CC1,-9.9,-1.6
COc1ccccc1N1CCN(CCCOc2ccc(F)cc2)CC1,-0.3,7.0
COc1ccccc1N1CCN(C(=O)c2cc3c(s2)-c2ccccc2OC3)CC1,4.9,-4.3
CCOC(=O)Cc1c(C)nc2c(-c3ccccc3)c(C)nn2c1C,-0.4,-8.1

# Screening results (PubChem BioAssay)
